Bioassay records: PubChem BioAssay, Sanford-Burnham Center for Chemical Genomics
SENP8 inh – SENP8 protease inhibition | hit rate 1.2% among 330,000 | inhibition, % at 10 µM | AID 2540 | Q96LD8 | purified SENP8, Z-RLRGG-aminoluciferin cleavage, luminescence
Target sequence (Q96LD8 whole entry, looked up): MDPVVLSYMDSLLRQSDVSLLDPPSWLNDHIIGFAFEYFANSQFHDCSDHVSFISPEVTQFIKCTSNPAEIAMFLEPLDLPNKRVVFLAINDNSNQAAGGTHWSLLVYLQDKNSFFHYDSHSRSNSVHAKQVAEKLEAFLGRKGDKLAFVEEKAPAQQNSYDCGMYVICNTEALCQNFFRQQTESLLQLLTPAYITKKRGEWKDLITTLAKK
UBC13 inh – inhibitors of human UBC13 polyubiquitin chain formation | P61088 | TR-FRET | inhibition, % at 20 µM | hit rate 0.47% among 330,000 | AID 485273; in the data active means inhibition above about 45%, passing the limit was not always enough; inconclusive means no clear call, values can overlap the other calls
Target sequence (P61088 whole entry, looked up): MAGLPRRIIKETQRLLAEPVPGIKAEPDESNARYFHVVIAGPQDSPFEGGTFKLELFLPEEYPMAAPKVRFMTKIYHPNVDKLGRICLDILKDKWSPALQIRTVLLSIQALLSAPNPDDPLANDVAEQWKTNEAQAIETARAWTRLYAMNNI
EBI2 antag – antagonists of human EBI2 receptor. AID 651636. EBI2 beta-arrestin recruitment, luminescence, 7a,25-OHC stimulated. hit rate 0.81% among 360,000. inhibition, % at 5 µM. P32249; in the data active means inhibition above about 38%;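 further: enzyme fragment complementation signal reports receptor beta-arrestin coupling in cells; 0% = agonist plus DMSO wells and 100% = wells without agonist; some results beyond the cut were filed as inactive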
Target sequence (P32249 whole entry, looked up, the tested form may be a part): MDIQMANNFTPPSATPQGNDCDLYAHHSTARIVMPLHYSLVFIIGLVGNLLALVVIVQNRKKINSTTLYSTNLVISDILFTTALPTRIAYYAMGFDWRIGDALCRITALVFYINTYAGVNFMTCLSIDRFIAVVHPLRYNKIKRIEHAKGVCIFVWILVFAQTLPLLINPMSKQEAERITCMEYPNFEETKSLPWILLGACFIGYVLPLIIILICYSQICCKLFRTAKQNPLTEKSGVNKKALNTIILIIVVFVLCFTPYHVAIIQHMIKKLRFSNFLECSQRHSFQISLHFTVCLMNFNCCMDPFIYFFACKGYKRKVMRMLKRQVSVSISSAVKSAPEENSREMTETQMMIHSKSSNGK
Jurkat NFkB inh – lowers PMA/ionomycin-induced NF-kB signal in Jurkat cells. PMA/ionomycin-induced NF-kB luciferase reporter, luminescence. inhibition, % at 4 µM. hit rate 0.53% among 330,000
CCR6 antag – CCR6 (human) receptor antagonism | P51684 | CHO-K1 CCR6 PathHunter beta-arrestin, luminescence, CCL20-stimulated | inhibition, % at 20 µM | hit rate 0.49% among 340,000 | AID 493098;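 active means compounds whose inhibition of the agonist-driven luminescence signal at 20 µM reaches about 50%, limit read from the data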;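 further: cells stimulated with CCL20 at 14 nM final; plate controls were DMSO with CCL20 for no effect and DMSO without agonist for full effect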
697 NFkB inh – inhibitors of the PMA/ionomycin-induced NF-kB reporter in 697 B cells | hit rate 0.33% among 330,000 | 697 B-cell NF-kB luciferase reporter, 16 h | inhibition, % at 4 µM; in the data active means inhibition above about 35%
Apaf-1 inh – human Apaf-1 inhibition | O14727 | reconstituted apoptosome caspase-3 activity, DEVD-Rh110 fluorescence | inhibition, % at 20 µM | hit rate 0.71% among 330,000 | AID 489030; active means inhibition of at least 40% at 20 µM;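 further: plate controls were DMSO wells for no effect and DEVD-CHO caspase inhibitor wells for full effect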
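System: reconstituted apoptosome with Apaf-1, cytochrome c, caspase-9, procaspase-3, dATP; Signal: Rh110 fluorescence intensity; Schedule: 30 min compound preincubation, 50 min activation, room temperature; Reagent: cytochrome c trigger plus (Z-DEVD)2-Rh110 caspase-3 substrate.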
Gli-Sufu block – Gli-Sufu pathway antagonism. Sufu-KO-LIGHT fibroblasts, Gli luciferase reporter luminescence. inhibition, % at 5 µM. hit rate 0.74% among 340,000;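 active means inhibition above about 55%, limit read from the data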;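 further: 0% = DMSO-treated cells and 100% = wells with medium but no cells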
Active calls of the source: *; ? = inconclusive. Unless noted, no stated cut-off is given here; in the data, active means inhibition above about 50%; inactive means the rest. Only part of the results is shown (hit frequency here may not be typical).

compound	697 NFkB inh	CCR6 antag	Gli-Sufu block	Jurkat NFkB inh	Apaf-1 inh	SENP8 inh	EBI2 antag	UBC13 inh
CC1CCN(C(=O)C(=O)Nc2sc3c(c2C(N)=O)CC(C)(C)OC3)CC1	14	12	-11	16	-1	-4	4	23
O=C(/C=C/c1cccc(F)c1)NCCCn1ccnc1	-2	9	5	-10	1	-1	17	-2
CCn1nnnc1SCC(=O)N1CCc2ccccc21	-7	3	-14	-7	6	6	-4	-4
Nc1nc(SCC(=O)NCCO)nc2sc3c(c12)CCCC3	-10	5	-8	-23	11	-6	2	-7
Cn1c(Cn2c(=O)sc3ccccc32)nnc1SCC(N)=O	-6	0	5	-9	-2	-14	-7	6
CCCc1cc(N2CCN(C(=O)c3ccco3)CC2)n2c(nc3ccccc32)c1C#N	18	2	20	-14	13	-5	1	6
COc1cc(/C=C/C(=O)OCC(=O)Nc2sc3c(c2C#N)CCC(C)C3)ccc1OCC#N (centres undefined)	-5	3	-8	0	18	2	8	-15
CCC(C)C(NC(=O)C(C)NC(=O)CNC(=O)OC(C)(C)C)C(N)=O (centres undefined)	16	3	1	-13	-1	4	-11	1
O=C(c1ccc(Cl)cc1)C1CCCN(C(=O)c2csnn2)C1 (centres undefined)	12	6	4	-2	4	-1	6	-3
Cc1ccc(NC(=O)c2cccc3cccnc23)cc1	-69	7	-5	-75	21	30	17	-2
COc1cccc(C2=CC(=O)C[C@H](c3ccc(F)cc3)C2)c1	-39	18	-13	-24	12	8	34	0
COc1cccc(-n2cc(CN(C)Cc3nc(Cc4cccc(F)c4)no3)cn2)c1	6	4	-6	1	-2	2	-4	-2
COCCNc1nc2c(c(=O)n(C)c(=O)n2C)n1Cc1cccc(C(F)(F)F)c1	-10	1	68*	12	12	-8	1	1
Cc1cccc(C)c1Nc1nnc(SC/C(O)=C(\C#N)c2nc3ccccc3[nH]2)s1	-5	-9	-2	5	11	-9	-9	-10
N#C/C(=C\c1ccc(OC(=O)c2ccc(Cl)s2)cc1)c1nc2ccccc2[nH]1	-21	13	-8	-46	16	1	10	-8
Cc1ccccc1C(=O)NNC(=O)c1ccc(Br)cc1	-52	20	-58	-55	5	-18	-6	-16
Cc1c(C)c(C)c(S(=O)(=O)N2CCSCC2)c(C)c1C	3	5	8	0	-8	-1	-2	10
O=C(NC1CCCCNC1=O)c1ccccc1 (centres undefined)	15	-2	26	-7	-8	-1	4	4
CCCCCCCCCCOC(=O)Cn1c(COc2ccccc2C)[n+](C)c2ccccc21	30	20	85*	45	81*	-28	2	45*
CCC(=O)Nc1ccc(C(=O)Cn2ncc(Cl)c(Cl)c2=O)cc1	-26	2	6	-11	6	-4	16	3
COc1ccnc(Oc2ccc(C)cc2C)c1C#N	-10	13	24	-23	4	-3	5	4
Cc1nn(CC(=O)Nc2ccc(Cl)cn2)c(C)c1[N+](=O)[O-]	12	3	-4	-12	-12	7	-2	1
Cc1ccc2nsnc2c1NC(=O)COc1ccccc1	16	3	23	0	-17	7	-3	-1
Cn1c(Oc2ccc(F)cc2)c(C=O)c2ccccc21	11	-7	-1	-4	7	0	1	9
COc1ccc(NC(=O)CN2C(=O)COc3ccc(S(=O)(=O)N4CCOCC4)cc32)cc1	-19	0	-11	1	7	0	-12	-2
CC1Sc2ccc(S(=O)(=O)CCC(=O)N3CCN(c4ccccc4F)CC3)cc2NC1=O (centres undefined)	-1	10	-3	9	1	1	0	10
CC(C)CN1CCC(=O)N([C@H](COc2ccccc2)c2ccccc2)CC1	13	10	25	16	16	-8	-2	0
O=C(O)C1CC1(c1ccccc1)c1ccccc1 (centres undefined)	-5	1	2	-20	-15	0	-17	-1
Cc1ccc(C(=O)NC2CC(C)(C)NC(C)(C)C2)cc1	4	6	14	10	-15	-4	-4	7
COc1ccc(C(=O)NCc2nnc(SCC(=O)N3CCC(C)CC3)o2)cc1	0	-2	-8	-10	-3	2	3	1
COc1ccc(-n2cnnc2SCC(=O)Nc2cc(S(=O)(=O)N3CCCCC3)ccc2C)cc1	11	6	2	8	11	-11	-11	12
N#C/C(=C\c1ccc(OCc2ccccc2)cc1)C(=O)Nc1nc2c(s1)CCN(Cc1ccccc1)C2	-4	-2	16	-47	16	-2	-3	-2
Cc1cc2ccccc2n1CCNC(=O)C1CCCCC1	1	14	-13	-6	44*	3	8	14
CC(C)C(=O)Nc1c(C(=O)c2ccc(F)cc2)oc2ccccc12	1	12	0	-2	5	-2	-3	?
CC(C)C[C@H]1CN=C(Nc2ccccc2)N1CC1CCCCC1	5	7	9	7	-3	-1	7	19
CC(C)c1ccc(S(=O)(=O)c2ccc(NN)cc2)cc1	-7	7	-1	18	6	-2	3	4
CC(C)C(=O)Nc1cccc(S(=O)(=O)c2cccc(NC(=O)C(C)C)c2)c1	-19	10	7	20	3	-1	-9	-5
C=CCNC(=O)/C(C#N)=C/c1ccccc1[N+](=O)[O-]	-32	-5	21	2	7	2	-36	-7
Cc1ccsc1C1C(C#N)=C(N)N(N(C)C)C2=C1C(=O)CCC2 (centres undefined)	0	1	5	10	-14	-1	-1	12
Cc1ccc(NC(=O)CCCNC(=O)c2ccc(Cl)cc2)c(Br)c1	-25	3	1	-27	10	-3	10	-2
COc1ccc(N2C(=O)C(Cl)=C(N3CCCC(C)C3)C2=O)cc1 (centres undefined)	19	16	6	-9	14	-3	16	-3
COc1ccc2ccccc2c1CNCCN1CCOCC1	3	-7	12	-4	0	2	0	-7
COc1ccc(C(C(=O)NC2CCCC2)N(CCN2CCOCC2)C(=O)c2ccc(OC)c(OC)c2)cc1 (centres undefined)	-4	1	-4	-2	-21	2	-7	-2
O=C(O)c1cc2c(cc1Cl)N1CCCCCC1=NS2(=O)=O	-12	-15	-9	1	-12	1	0	-6
COC(=O)C1CCN(C(=O)c2c(-c3ccccc3Cl)noc2C)CC1	12	6	1	-1	7	-5	-1	-6
COc1ccc(CCN(C(=O)c2snc(C(N)=O)c2N)C(C(=O)NCC2CCCO2)c2ccc(F)cc2)cc1OC (centres undefined)	26	12	-27	-19	9	-4	-2	10
Cc1cc(C)cc(C(=O)NC(CC(N)=O)c2ccc(NC3CCCCCCC3)c([N+](=O)[O-])c2)c1 (centres undefined)	8	15	-8	6	25	-12	-3	-19
COc1ccccc1OCCCn1cc(C#N)c2ccccc21	-4	6	0	-27	26	-10	21	12

Next part, overlapping the part above by 2 compounds.
compound	697 NFkB inh	CCR6 antag	Gli-Sufu block	Jurkat NFkB inh	Apaf-1 inh	SENP8 inh	EBI2 antag	UBC13 inh
Cc1cc(C)cc(C(=O)NC(CC(N)=O)c2ccc(NC3CCCCCCC3)c([N+](=O)[O-])c2)c1 (centres undefined)	8	15	-8	6	25	-12	-3	-19
COc1ccccc1OCCCn1cc(C#N)c2ccccc21	-4	6	0	-27	26	-10	21	12
CCOC(=O)c1sc(NC(=O)C2CC(=O)N(c3ccccc3C)C2)nc1C (centres undefined)	17	7	16	12	7	0	-7	3
COc1ccc(NS(=O)(=O)c2cc(NC(=O)c3ccc(=O)[nH]c3)ccc2N2CCOCC2)cc1	0	1	1	-11	3	-9	3	1
COc1ccc(-n2ccc3ccccc32)cc1	8	4	-7	3	9	-4	2	3
CC1(C)NC(=O)N(CC(=O)Nc2nc(-c3ccc(F)cc3)cs2)C1=O	21	-16	-3	-2	-8	-21	-4	-12
Cc1cc(C)n(C2CC(=O)N(c3ccc(Cl)c(Cl)c3)C2=O)n1 (centres undefined)	5	1	5	20	-13	4	0	0
O=C(CN1C(=O)NC2(CCCC2)C1=O)Nc1ccc(F)cc1	3	8	3	-11	-11	-10	-12	-4
COc1cc(NC(=O)COc2ccc(Cl)cc2)ccc1NC(=O)C(C)C	10	5	-2	5	-7	6	5	-2
CC(C)Oc1ccc(C2CCC(=O)NC2=O)cc1 (centres undefined)	13	6	0	4	2	9	-1	2
CC(=O)NC(Cc1c[nH]c2ccccc12)C(=O)N1CCc2ccccc2C1 (centres undefined)	1	-10	20	-1	-3	2	-2	-7
CCOc1ccc(NC(=O)CN(C)C(=O)c2ccc(C)o2)cc1OCC	-9	1	1	-15	1	-4	-6	-3
Cc1nc(SCC(=O)N(C)C2CCS(=O)(=O)C2)c2ccccc2n1 (centres undefined)	7	7	-1	2	-7	-2	-7	24
O=C(CN1CCN(c2ccccc2O)CC1)Nc1ccc2c(c1)CCC2	-3	14	-5	-4	10	-13	5	-23
CN(C)c1ccc(C2N(C(=O)N3CCOCC3)CCN2S(=O)(=O)c2ccccc2)cc1 (centres undefined)	6	8	-6	-6	1	1	3	-8
COc1ccc2cc3c(N)nn(C(=O)C4CCC(C(C)(C)C)CC4)c3nc2c1 (centres undefined)	-28	-13	-29	18	32	-10	6	25
CC(C)(C)C(=O)c1no[n+]([O-])c1/C(=N/O)C(C)(C)C	13	15	15	-7	10	2	2	12
Cc1cc(C)cc(NC(=O)CSc2nnc(-c3ccc(S(=O)(=O)N4CCCC4)cc3)o2)c1	4	2	-2	10	-12	5	5	-8
COc1ccc([C@H]2CC(=O)C=C(c3ccc4c(c3)sc3ccccc34)C2)cc1	9	20	-11	0	7	-1	55*	-8
CN1CCN(CCCCOc2ccccc2C=O)CC1	-2	8	10	-21	25	0	2	19
CC(=O)c1c(C)[nH]c(C(=O)NC(C)c2ccccc2)c1C (centres undefined)	0	8	-5	8	-3	5	2	2
CN(C)S(=O)(=O)c1cccc(C(=O)NCC2CCCO2)c1 (centres undefined)	16	-8	2	2	-3	-2	-17	-3
NS(=O)(=O)c1cccc(NC(=O)COC(=O)CC2Sc3ccccc3NC2=O)c1 (centres undefined)	-16	11	0	-27	1	-1	-8	-7
COC(=O)c1ccc(OCC(O)CN2CCOCC2)cc1 (centres undefined)	0	-1	-1	-11	4	-6	-1	-2
Cc1noc(C)c1COC(=O)c1csc2c1CCCC2	-6	14	10	9	6	-12	-3	10
O=C(CCc1c[nH]c2ccccc12)OCc1cccc(C(F)(F)F)c1	-19	-6	4	51*	5	3	-4	3

Fetched one by one from the entries so far:
compound	697 NFkB inh	CCR6 antag	Gli-Sufu block	Jurkat NFkB inh	Apaf-1 inh	SENP8 inh	EBI2 antag	UBC13 inh
COC(=O)c1ccc(OCC(O)CN2CCOCC2)cc1 (centres undefined)	0	-1	-1	-11	4	-6	-1	-2
NS(=O)(=O)c1cccc(NC(=O)COC(=O)CC2Sc3ccccc3NC2=O)c1 (centres undefined)	-16	11	0	-27	1	-1	-8	-7
COc1ccc([C@H]2CC(=O)C=C(c3ccc4c(c3)sc3ccccc34)C2)cc1	9	20	-11	0	7	-1	55*	-8

Continuation.
compound	697 NFkB inh	CCR6 antag	Gli-Sufu block	Jurkat NFkB inh	Apaf-1 inh	SENP8 inh	EBI2 antag	UBC13 inh
Cc1nn(-c2ccc(F)cc2)c(Cl)c1C(=O)NCC1CCCO1 (centres undefined)	8	13	-1	-14	-4	-4	-15	4
Cc1c(OCC(=O)NCC2CCC(C(=O)NCCCO)CC2)ccc2c(-c3ccccc3)cc(=O)oc12 (centres undefined)	-5	6	-3	15	0	8	5	-7
CO/N=C\Cc1oc(=O)c(NC(=O)c2ccccc2)cc1C(=O)OC	-12	0	-3	2	5	-2	7	-9
Cc1cc(C)nc(SCC(=O)N2CCCCC2)n1	12	-1	-5	15	-3	-7	-4	6
CCOc1ccc(C(O)Cc2nc3ccccc3n2C)cc1 (centres undefined)	-28	0	-12	-10	-2	1	-15	4
CCCCC(=O)N(Cc1ccc(F)cc1)C1CCS(=O)(=O)C1 (centres undefined)	-1	-7	6	-14	-11	-6	-3	-8
O=C(Cc1ccsc1)NCC(=O)Nc1ccc(F)c(F)c1	-2	5	5	1	-3	2	0	2
Cc1ccc(/C=N/n2c(C3CCCCC3)n[nH]c2=S)cc1	-24	25	24	-40	35	-4	18	-3
